KCNH2 3.1 inh: KCNH2 3.1 (human) potassium channel inhibition; U2OS KCNH2 3.1, thallium flux FluxOr; stronger effect = lower value; activity change, % (tested at about 1.8 µM); AID 720553; 340,000 tested, 0.95% active;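 active = maximum activity change below -70%; inconclusive = maximum activity change from -70% to -50%; inactive = maximum activity change above -50%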;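 note: thallium influx rate constant from kinetic fluorescence after stimulation buffer; % is set by controls: 0 for no effect and ±100 for the full control effect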
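FluxOr-based Tl+ influx in U2OS cells transduced with KCNH2 3.1 virus; rate constants normalized to DMSO controls.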
Eya2 inh: Eya2 (human) phosphatase inhibition; O00167; recombinant Eya2, OMFP fluorescence dephosphorylation (OMFP is methylfluorescein phosphate); Potency, µM (doses to about 76.9 µM), for inactives: at the highest dose activity, negative = inhibition, most hits filed as inhibitors; 330,000 tested, 0.006% active; AID 488837; note: potency is the fitted concentration of half-maximal effect; % is set by controls: 0 for no effect and ±100 for the full control effect
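Eya2 (0.2 uM) preincubated 10 min at ambient with compound, then OMFP substrate added at 50 uM; 10 min reaction in 50 mM HEPES pH 7.5, 50 mM NaCl, 5 uM MgCl2, 0.05% BSA, 1 mM DTT. Fluorescence read at Ex 485/Em 525 nm.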
ELG1 DNA repair: blocks ELG1-dependent DNA repair in HEK293T cells | HEK293T ELG1-luciferase reporter, luminescence, 16 h; DNA damage induced by 5-fluorouridine | Potency, µM (doses to about 46.1 µM), for the others: at the highest dose activity change, negative = inhibition, actives largely listed as inhibitors | 330,000 tested, 2.3% active; note: potency is the fitted concentration of half-maximal effect; % is set by controls: 0 for no effect and ±100 for the full control effect; nearly all actives have a fitted effect of over 55% in size
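Step one: seed 2,000 cells per well. Step two: pin-transfer compound or DMSO alongside 5-fluorouridine. Step three: incubate 16 hr, 37 °C, 5% CO2. Step four: add ONE-Glo, wait 30 min, read luminescence.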
TCR act: T cell receptor activation; primary human leukocytes, anti-CD3, IL-2 HTRF, 48 h; Potency, µM (titrated, usually from 9.22 µM), for inactives: at the top dose activation of IL-2 secretion, hits mostly activators; 330,000 tested, under 10 active; AID 504894; note: % of control where 0% means no effect
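Using a-CD3 beads without co-stimulation, primary human leukocytes were exposed to compounds for 48 hr. An HTRF IL-2 kit measured the cytokine, with europium-to-d2 energy transfer producing emission at 665nm upon 320nm excitation.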
KCNH2 WT inh: inhibitors of human wildtype KCNH2 potassium channel. activity change, % at 1.84 µM. 340,000 tested, 0.37% active. U2OS, BacMam KCNH2, thallium flux FluxOr; stronger effect = lower value. Q12809. AID 720551;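 active = maximum activity change below -70%; inconclusive = maximum activity change between -70% and -50%; inactive = maximum activity change above -50%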; note: % is set by controls: 0 for no effect and ±100 for the full control effect
Target sequence (Q12809 whole entry, looked up): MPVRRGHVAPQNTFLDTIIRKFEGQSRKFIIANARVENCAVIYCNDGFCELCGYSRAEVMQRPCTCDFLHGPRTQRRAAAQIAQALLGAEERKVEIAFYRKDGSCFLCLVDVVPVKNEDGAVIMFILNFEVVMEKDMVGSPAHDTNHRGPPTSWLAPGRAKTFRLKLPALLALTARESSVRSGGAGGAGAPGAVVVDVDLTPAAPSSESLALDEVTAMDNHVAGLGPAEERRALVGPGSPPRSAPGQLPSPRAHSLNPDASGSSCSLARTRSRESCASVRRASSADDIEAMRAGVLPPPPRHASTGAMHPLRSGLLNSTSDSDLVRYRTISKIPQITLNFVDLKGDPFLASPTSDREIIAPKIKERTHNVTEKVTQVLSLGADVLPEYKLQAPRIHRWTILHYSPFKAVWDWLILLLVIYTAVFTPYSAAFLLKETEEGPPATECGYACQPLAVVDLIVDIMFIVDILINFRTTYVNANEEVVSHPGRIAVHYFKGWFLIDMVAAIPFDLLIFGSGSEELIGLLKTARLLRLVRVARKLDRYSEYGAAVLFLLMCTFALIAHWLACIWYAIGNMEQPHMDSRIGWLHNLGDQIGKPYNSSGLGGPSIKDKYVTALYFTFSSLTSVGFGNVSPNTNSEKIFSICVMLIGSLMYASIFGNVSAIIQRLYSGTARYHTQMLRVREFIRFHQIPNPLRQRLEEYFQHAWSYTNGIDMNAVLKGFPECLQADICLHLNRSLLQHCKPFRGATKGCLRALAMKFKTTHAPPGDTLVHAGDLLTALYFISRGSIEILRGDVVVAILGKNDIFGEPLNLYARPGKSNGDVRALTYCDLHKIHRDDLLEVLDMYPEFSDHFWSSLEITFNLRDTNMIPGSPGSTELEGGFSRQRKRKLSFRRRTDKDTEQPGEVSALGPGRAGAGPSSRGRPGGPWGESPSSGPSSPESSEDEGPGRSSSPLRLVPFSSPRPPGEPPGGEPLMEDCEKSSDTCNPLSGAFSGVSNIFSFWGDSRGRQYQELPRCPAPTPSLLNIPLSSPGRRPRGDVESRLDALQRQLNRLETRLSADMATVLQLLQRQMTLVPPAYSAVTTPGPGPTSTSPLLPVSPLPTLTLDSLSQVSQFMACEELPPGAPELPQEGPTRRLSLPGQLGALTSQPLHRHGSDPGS
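U2OS cells transduced with wild-type KCNH2 virus are loaded with FluxOr dye for 45 min, and thallium flux is measured in kinetic reads before and after stimulation buffer. Rate constants are normalized to DMSO controls.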
AT treatment: potential ataxia-telangiectasia treatment. Potency, µM (highest dose often 57.5 µM), without a hit: top-dose activation, hits mostly activators. […] A-T fibroblasts, KAP-1 phosphorylation AlphaLISA; neocarzinostatin DNA damage 30 min before lysis. 320,000 tested, 0.19% active; note: potency is the fitted concentration of half-maximal effect; % of control where 0% means no effect; nearly all actives have a fitted effect of over 45% in size
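hTERT-immortalized A-T patient fibroblasts ([…]), 500 cells/well in OPTI-MEM, 1% FBS, got compounds for 60 min, then NCS for 30 min at 37C. Lysates were then assayed for phospho-KAP-1 by AlphaLISA (anti-pKAP1 donor, anti-KAP1 acceptor beads), 6 hr at 25C.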
USP2a block: blocks human ubiquitin-specific protease USP2a. O75604. USP2 core, Ub-CHOP2 coupled fluorogenic reporter, 485/531. Potency, µM (series often up to 38.3 µM), for the others: at the highest dose activity change, negative = inhibition, most hits filed as inhibitors. 330,000 tested, 0.01% active. AID 463254;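 note: potency is the fitted concentration of half-maximal effect; plate controls were DMSO wells for no effect and full inhibition by NEM control for full effect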
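Deubiquitinase activity read as fluorescence (485/531 nm) after Ub-CHOP2 cleavage activates the enterokinase reporter on its substrate; USP2 core 10nM, Ub-CHOP2 and substrate 25nM each, 30min compound preincubation then 60min RT; data normalized to NEM, curves fitted.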
Mito fusion yeast: inhibitors of mitochondrial division or activators of mitochondrial fusion; 320,000 tested, 0.23% active; AID 485298; Potency, µM (titrated, usually from 46.1 µM), for the others: at the highest dose growth rescue (activation), most hits filed as activators; S. cerevisiae fusion-defective mutant growth rescue, CellTiterGlo 48 h;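 note: potency is the fitted concentration of half-maximal effect; % of control where 0% means no effect; nearly all actives have a fitted effect of over 45% in size; temperature-sensitive fusion mutants such as fzo1-1 at 37 °C on non-fermentable ethanol glycerol medium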
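Luminescent cell viability in 1536-well qHTS format served as the measure of rescued growth in ts fusion-mutant S. cerevisiae cultured on non-fermentable YPEG for 48 hours at 37C.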
TSHR antag: human thyrotropin receptor antagonism. P16473. TSHR-expressing cells, TSH-stimulated cAMP HTRF, 2 h; stronger effect = lower value. activity change, negative = inhibition, % at 11.5 µM. 330,000 tested, 0.2% active. AID 504810;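 active = activity change below a set negative limit, meaning inhibition stronger than a set level, cut at about -70% in these data; inconclusive = activity change between two set negative limits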; note: % is set by controls: 0 for no effect and ±100 for the full control effect
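Competitive HTRF cAMP read-out (cryptate anti-cAMP antibody, cAMP-d2; 30 min, room temperature) in freshly harvested TSHR cells. Compounds added before TSH at EC80 (4nM final), followed by 2 hours' incubation at 37 deg C.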
TRPV1 ag: human TRPV1 agonism; Q8NER1; TRPV1-expressing cells, Fluo-8 calcium influx, agonist mode; activation, % at 8.33 µM; 320,000 tested, 0.19% active; AID 540275; in the data active = activation above about 80%; inconclusive = between about 30% and that limit; note: 0% is about no effect
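TRPV1-expressing cells were cultured overnight at 35.5C and loaded with Fluo-8 calcium dye for 40 to 90 min at room temperature. After a 10 s baseline, compound was added and calcium influx was read kinetically for 3 min (ex 480/em 520 nm).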
Active calls of the source: *; ? = inconclusive; nt = not tested or not shown; [ ] = remark or other dose. Unless noted, calls come from the whole dose curve; as a rule, active = well fitted curve in the direction sought with a large enough effect; inconclusive = small, poorly fitted or top-dose-only effect, or another doubt; inactive = no such curve, though single readings can be large; an effect the other way counts as inactive or inconclusive. A portion of the library (hit frequency here may not be typical).

Second line of a record – KCNH2 3.1 inh	Eya2 inh	ELG1 DNA repair	TCR act	KCNH2 WT inh	AT treatment	USP2a block	Mito fusion yeast	TSHR antag	TRPV1 ag
> Cc1cccc(C)c1OCc1cc(C(=O)NCc2ccc(Cl)s2)no1
  8	-9%	-10%	-1%	0	10%	3%	-20%	0	?
> Cc1ccc(Nc2nc3ccccc3n3cnnc23)cc1Cl
  17	5%	30%	-2%	3	-2%	-2%	?	-10	-1
> COCC(O)CSc1c([N+](=O)[O-])nc(C)n1Cc1ccc(OC)c([N+](=O)[O-])c1 (configuration not stated)
  -16	2%	2%	-10%[46.1 µM]	0	nt	4%	-3%	5	4
> COc1ccc2c(c1)CC/C(=C\c1ccc(OC)c(Cn3cccn3)c1)C2=O
  -15	11%	?	nt	-7	nt	-12%	4%	-11	9
> COC(=O)c1cc(-c2ccc(OC)cc2F)nc2nc(SC)[nH]c(=O)c12
  -3	19%	1%	-5%	6	-7%	-3%	18%	4	1
> CCCCCC(=O)NN=C1CCN(Cc2ccccc2)CC1
  -6	-2%	1%	-2%[46.1 µM]	-5	13%	-3%	-4%	7	4
> CCOC(=O)CNC(=O)CSc1nnnn1-c1cc(C)ccc1C
  -6	-1%	4%	1%	-2	-2%	-1%	-1%	9	0
> COc1cc(CNCCO)ccc1OCCc1ccccc1
  -12	4%	?	-6%	7	-8%	1%	-2%	-8	1
> Cn1c(SCC(=O)c2ccccc2)nnc1-c1cnccn1
  2	-7%	?	3%	-12	-2%	-2%	-11%	10	2
> COC(=O)c1sc(C(F)(F)F)c(-c2ccccc2)c1S(=O)(=O)N1CCCC1
  -10	-14%	3%	3%	0	12%	1%	2%	-12	?
> Cc1[nH]c2c(Br)cccc2c1[C@H]1[C@@H](CC#N)C1(C)C
  -25	-19%	?	-2%	-2	nt	1%	21%	26	-13
> COC(=O)[C@H](CCSC)NC(=O)Cn1cnc2c(OCc3ccccc3)ncnc21
  1	-2%	?	-5%	-11	23%	-14%	nt	3	nt
> O=C(COC(=O)c1ccccc1O)Nc1ccc(OC(F)F)cc1
  -6	-2%	?	2%	3	2%	2%	1%	6	1
> CCc1cccc2c(C=C(C#N)C#N)cn(CC(=O)N3CCCCC3)c12
  9	-8%	15%	-2%	-6	-2%	2%	3%	5	nt
> COc1ccc(Br)cc1C(=O)Nc1ccc(N2CCCC2)cc1
  -6	-3%	0%	1%	-2	2%	-1%	-1%	-4	5
> Cn1nc(CC(=O)NCc2ccc(F)cc2)c2ccccc2c1=O
  -1	5%	?	9%	0	4%	?	-2%	-8	2
> Cc1cc(C(=O)N2CCCC(N3CCN(c4cccc(C(F)(F)F)c4)CC3)C2)no1 (configuration not stated)
  -3	-3%	-7%	4%	7	11%	1%	0%	3	-1
> CCOC(=O)C(NCc1ccc2c(c1)OCO2)(NC(=O)c1ccccc1)C(F)(F)F (configuration not stated)
  -18	8%	2%	0%	2	-6%	2%	8%	9	10
> Cc1ccc(NC(=O)CN(C)C(=O)COc2ncnc3ccc(Br)cc23)cc1
  -38	-3%	10%	-3%	12	-1%	-2%	3%	0	1
> CC(=O)NS(=O)(=O)c1ccc(N=c2ssc3c2-c2cc(C)ccc2NC3(C)C)cc1
  12	2%	-4%	4%[46.1 µM]	12	1%	0%	1%	-22	-2
> COc1ccc(C2(C)NC(=O)NC2=O)cc1OC (configuration not stated)
  15	-3%	11%	5%	2	-2%	0%	14%	5	-1
> CC1(C)CC(=O)C(C=NCCN2CCN(C(=O)c3ccc(Br)cc3)CC2)=C(O)C1
  0	-2%	15%	4%[46.1 µM]	3	0%	0%	-5%	8	8
> CCOC(=O)c1cc(C)sc1/N=C/C1C(=O)CC(C)(C)CC1=O
  4	-1%	7%	-10%[46.1 µM]	-4	1%	0%	-2%	5	3
> O=C(NCC1CCCO1)c1ccccc1NC(=O)c1cccc2ccccc12 (configuration not stated)
  1	-11%	?	1%	3	8%	1%	-2%	-1	?
> COc1ccccc1C(=O)Nc1ccc2c(c1)OCCO2
  16	7%	?	5%	-1	-4%	1%	0%	23	nt
> Cc1cc(C)cc(NC(=O)Cn2c(SCc3cc(C)ccc3C)nc3ccncc32)c1
  nt	-9%	?	nt	nt	4%	-4%	-2%	-21	9
> Cc1ccc2cccc(O)c2[n+]1[O-]
  -2	-7%	-10%	2%	-5	-1%	0%	-1%	-5	1
> O=C(NC12CC3CC(CC(C3)C1)C2)N1CCCC(CO)C1 (configuration not stated)
  7	13%	9%	-5%	-5	-6%	0%	2%	16	26
> Cc1cccc(N(C(=O)c2snc(C(N)=O)c2N)C(C(=O)NCc2ccccc2)c2ccncc2)c1 (configuration not stated)
  -6	9%	16%	4%	2	0%	1%	-4%	3	0
> CC1=C/C(=C(/c2cc(C)c(O)c(Br)c2)c2ccccc2S(=O)(=O)O)C=C(Br)C1=O
  6	-1%	?	18%	-4	-60%[inhibitor]	3%	-11%	-29	-1

The closing two compounds of the section above come first, to join the parts.
Second line of a record – KCNH2 3.1 inh	Eya2 inh	ELG1 DNA repair	TCR act	KCNH2 WT inh	AT treatment	USP2a block	Mito fusion yeast	TSHR antag	TRPV1 ag
> Cc1cccc(N(C(=O)c2snc(C(N)=O)c2N)C(C(=O)NCc2ccccc2)c2ccncc2)c1 (configuration not stated)
  -6	9%	16%	4%	2	0%	1%	-4%	3	0
> CC1=C/C(=C(/c2cc(C)c(O)c(Br)c2)c2ccccc2S(=O)(=O)O)C=C(Br)C1=O
  6	-1%	?	18%	-4	-60%[inhibitor]	3%	-11%	-29	-1
> CC(C)CN1CN(Cc2ccccc2)CNC1=S
  -1	-16%	11%	1%[46.1 µM]	-3	3%	1%	-7%	9	2
> CCOc1ccccc1NC(=O)CSc1nnc(-c2cnccn2)n1C
  -11	-10%	-5%	5%	1	3%	2%	0%	0	2
> O=C(c1ccoc1)N1CCCC(N2CCN(c3cccc(C(F)(F)F)c3)CC2)C1 (configuration not stated)
  -24	-14%	-19%	-1%	21	8%	1%	4%	-15	-2
> CC(C)(C)NC(=O)NC(=O)CN1C(=O)NC(c2ccccc2)(c2ccccc2)C1=O
  8	-15%	-6%	3%	-2	-7%	-1%	-4%	-9	1
> CC(=O)c1ccc(-c2nc3c4ccccc4ccn3c2C(C)=O)o1
  -1	22%	-5%	1%	3	-3%	0%	0%	2	2
> O=C(NC1CCCCCC1)C1CCN(S(=O)(=O)c2cnc[nH]2)CC1
  5	7%	18%	-2%	-2	0%	-3%	-1%	-2	4
> CC1=CC(=C2C(=O)c3ccccc3C2=O)C=C(C)O1
  -10	-22%	?	8%	-1	-1%	-2%	4%	-14	9
> Cc1ccc(S(=O)(=O)NC(C)C(=O)OCC(=O)N(C)c2ccccc2)cc1 (configuration not stated)
  -2	-4%	30%	4%	1	-8%	-1%	4%	-11	1
> COC(=O)[C@@]1(Cc2ccc(F)cc2)[C@H]2c3cc(C(=O)N(C)C)n(Cc4ccc(OC)c(OC)c4)c3C[C@H]2CN1C(=O)c1ccccc1
  3	-5%	-7%	-1%	-1	-5%	-8%	3%	-1	24
> O=c1c2ccccc2c(-c2cccc(C(F)(F)F)c2)nn1-c1ccccc1
  -19	7%	?	-5%	-8	0%	1%	?	-5	8
> CS(=O)(=O)N1CCN(C(=O)c2ccc(F)cc2)CC1
  14	-7%	-6%	2%	-8	5%	1%	-2%	8	0
> Cn1cc(S(=O)(=O)NCc2ccc(F)cc2)c(=O)n(C)c1=O
  -1	-8%	-2%	-2%	-2	19%	3%	-2%	13	-4
> CCCC(=O)NC(=S)Nc1nc(-c2ccc(OC)cc2)cs1
  -4	0%	?	-3%[46.1 µM]	-5	10%	1%	-1%	-2	3
> CCC(OC(=O)c1nsc(Cl)c1Cl)C(=O)NC(C)(C)CC (configuration not stated)
  0	-10%	0%	3%	-2	-4%	1%	9%	4	9
> Cc1onc(-c2ccccc2Cl)c1C(=O)Nc1ccc(N2CCOCC2)cc1
  2	5%	1%	4%	-1	-5%	0%	2%	8	0
> O=C(c1cc(-c2cccc(O)c2)on1)N1CCc2ccccc2C1
  4	-15%	?	-3%	11	0%	0%	22%	-6	0
> Cc1cccn2c(=O)c3cc(C(N)=S)c(=N)n(CCCN4CCOCC4)c3nc12
  2	-5%	18%	4%	-2	4%	0%	-1%	10	0
> CC(C)(C)c1ccc(C(=O)NCC(=O)N2CCC3(CC2)NCCc2[nH]cnc23)cc1
  13	-21%	25%	-5%	1	9%	-4%	-6%	-6	3
> O=C(NNC(=O)c1cc(-c2ccncc2)nc2ccccc12)c1ccccc1O
  0	37%	?	-19%	-11	-6%	-2%	-6%	1	-3
> COc1ccc(N2C(=O)C(Cl)=C(N(CCO)Cc3ccccc3)C2=O)cc1
  0	4%	1%	1%	-2	5%	-8%	-1%	-6	0
> Cc1nn(CC(=O)Nc2nnc(CC(=O)N3CCCC3)s2)c(=O)c2ccccc12
  -9	18%	1%	2%	1	12%	-1%	0%	0	-3

Screening data: PubChem BioAssay, National Center for Advancing Translational Sciences (NCATS)
